# Epigenetic derep: regulators of epigenetic silencing causing reporter derepression in mouse cells; murine LDR cells, GFP reporter derepression, 30 h; Potency, µM (highest dose often 53.9 µM), for the others: at the highest dose GFP activation, usual class: activators; actives 0.2% (n = 280,000); AID 1865; note: potency is the fitted concentration of half-maximal effect; % of control where 0% means no effect; nearly all actives have a fitted effect of over 60% in size
#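 In this reporter-derepression format, murine cells bearing a silenced integrated CMV-GFP locus incubate with test compound (30 h, 37 C), then are washed and imaged; fluorescent objects of 20–120 um count as induced cells.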
# NPSR antagonist: blocks cAMP signaling of the human neuropeptide S receptor; actives 1% (n = 220,000); Potency, µM (top dose mostly 38.3 µM), for the others: top-dose activity change, negative = inhibition, actives largely listed as inhibitors; AID 1461; CHO-NPSR cells, cAMP TR-FRET, antagonist mode; note: potency is the fitted concentration of half-maximal effect; % is set by controls: 0 for no effect and ±100 for the full control effect; nearly all actives have a fitted effect of over 50% in size; many of its hits are not listed in these tables
# Target sequence (Q6W5P4 whole entry, looked up): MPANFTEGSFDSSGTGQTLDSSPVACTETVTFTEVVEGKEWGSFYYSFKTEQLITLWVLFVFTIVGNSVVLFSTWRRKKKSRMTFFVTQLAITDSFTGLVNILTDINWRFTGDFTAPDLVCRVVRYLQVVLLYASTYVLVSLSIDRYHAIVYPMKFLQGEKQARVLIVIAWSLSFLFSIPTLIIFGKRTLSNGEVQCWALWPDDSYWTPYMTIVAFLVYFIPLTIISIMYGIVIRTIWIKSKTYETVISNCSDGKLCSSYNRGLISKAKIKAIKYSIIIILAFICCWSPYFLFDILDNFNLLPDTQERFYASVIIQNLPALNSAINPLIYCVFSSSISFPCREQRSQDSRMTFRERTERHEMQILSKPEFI
# CBFb-RUNX1 inh: inhibitors of human CBF-beta and RUNX1 interaction | 230,000 tested, under 10 active | Potency, µM (doses to about 59.8 µM), for the others: at the top dose activity, negative = inhibition, usual class: inhibitors | AlphaScreen CBFb-His/RUNX1-biotin binding, biochemical | Q01196+Q13951; note: % of control where 0% means no effect
# Target sequence (Q01196 whole entry, looked up): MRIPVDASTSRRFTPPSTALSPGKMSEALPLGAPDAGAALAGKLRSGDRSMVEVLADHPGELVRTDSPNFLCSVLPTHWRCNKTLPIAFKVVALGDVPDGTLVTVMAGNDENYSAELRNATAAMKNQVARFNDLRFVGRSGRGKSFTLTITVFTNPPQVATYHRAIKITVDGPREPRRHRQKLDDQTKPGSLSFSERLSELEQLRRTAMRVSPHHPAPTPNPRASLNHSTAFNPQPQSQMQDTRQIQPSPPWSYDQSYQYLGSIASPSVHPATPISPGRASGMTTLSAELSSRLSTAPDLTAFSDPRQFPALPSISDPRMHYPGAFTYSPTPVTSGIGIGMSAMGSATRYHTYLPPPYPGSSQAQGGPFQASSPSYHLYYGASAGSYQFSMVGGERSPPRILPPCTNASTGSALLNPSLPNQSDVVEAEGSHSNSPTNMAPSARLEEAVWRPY
# Target sequence (Q13951 whole entry, looked up): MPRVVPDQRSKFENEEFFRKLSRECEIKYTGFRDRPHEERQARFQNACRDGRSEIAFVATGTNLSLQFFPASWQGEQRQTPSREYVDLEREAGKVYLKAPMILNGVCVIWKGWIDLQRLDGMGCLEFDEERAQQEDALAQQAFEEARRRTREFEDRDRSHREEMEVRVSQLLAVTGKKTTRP
#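 AlphaScreen binding: CBFb-His and RUNX1-biotin (30 nM each) preincubated 20 min, compound added for 15 min, then nickel and streptavidin beads for 90 min, all at room temperature. Disruption of the interaction by any mechanism counts as activity.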
# IMPase Li inh: IMPase inhibition in cells with lithium potentiation | CHO-M1 cells, IP1 TR-FRET (IP-One), carbachol + lithium | actives 0.35% (n = 210,000) | Potency, µM (titrated, usually from 59.4 µM), for inactives: at the top dose activity, negative = IMPase inhibition, actives largely listed as inhibitors;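 note: IP1 builds up when IMPase is blocked and the TR-FRET signal falls; potency is the fitted concentration of half-maximal effect; plate controls were basal vehicle for no effect and high inhibitor control for full effect; nearly all actives have a fitted effect of over 50% in size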
#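 IP1 accumulation measured by competitive TR-FRET in lysed CHO-M1 cells after 30 min compound exposure at 37C, with a small lithium addition to potentiate weak responses. Hill-equation AC50 from ratio and donor-channel data.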
# Luc counter: counter-screen: inhibitors of Kinase-Glo firefly luciferase; AID 1379; Kinase-Glo luciferase, ATP luminescence, 8 min; Q27757; actives 0.28% (n = 200,000); Potency, µM (doses to about 38.3 µM), without a hit: top-dose activity change, negative = inhibition, usual class: inhibitors; note: potency is the fitted concentration of half-maximal effect; % is set by controls: 0 for no effect and ±100 for the full control effect; nearly all actives have a fitted effect of over 60% in size
#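 Compounds were added to a substrate mix at pH 7.2 (50 mM imidazole, 10 uM ATP, within the enzyme's linear range), followed by Kinase-Glo detection reagent; luminescence was measured after 8 minutes at ambient temperature.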
# LMNA splice mod: LMNA splicing modulation | Potency, µM (doses to about 46.1 µM), for the others: top-dose ratio change, negative = inhibition, actives largely listed as inhibitors | HeLa LMNA splicing GFP/RFP minigene ratio, 48 h | AID 1487 | actives 0.01% (n = 200,000); active = well fitted inhibition curve with a large enough effect in the signal ratio, with a control signal flat, not every such curve was filed as active; inconclusive = small, poorly fitted or top-dose-only effect, or effect the other way, or a change in a side signal; the % refers to the signal ratio; note: potency is the fitted concentration of half-maximal effect; % is set by controls: 0 for no effect and ±100 for the full control effect
#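 Read-out is the ratio of GFP to DsRed2 object intensity, acquired by 488 nm laser-scanning cytometry on HeLa lamin A-EGFP minigene reporter cells. Compound incubation 48 hrs at 37 °C in Opti-MEM with 2% FBS; DMSO 0.5% final.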
# HTT aggregate: reduces HttQ103-GFP aggregates in PC12 cells. PC12 HttQ103-GFP aggregates, Acumen cytometry, 40 h. Potency, µM (titrated, usually from 46.1 µM), for inactives: top-dose activity change, negative = inhibition, actives largely listed as inhibitors. actives 1.1% (n = 220,000). AID 1688; note: potency is the fitted concentration of half-maximal effect; % is set by controls: 0 for no effect and ±100 for the full control effect; nearly all actives have a fitted effect of over 60% in size
#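 Ecdysone-promoter PC12 model expressing HTT exon 1 Q103 fused to GFP, induced by tebufenozide at 100 nM final. Compounds titrated; aggregates sized 1–25 µm scored on a 488 nm laser cytometer.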
# The depositor's hits bear a star; u = inconclusive; x = not tested or not shown; [ ] = remark or other dose. Unless noted, calls come from the whole dose curve; as a rule, active = well fitted curve in the direction sought with a large enough effect; inconclusive = small, poorly fitted or top-dose-only effect, or another doubt; inactive = no such curve, though single readings can be large; an effect the other way counts as inactive or inconclusive.
# Results follow in this order: IMPase Li inh, CBFb-RUNX1 inh, Luc counter, HTT aggregate, LMNA splice mod, NPSR antagonist, Epigenetic derep
- CCOc1cc(C2C(C(=O)N3CCCCC3)=C(C)NC3=C2C(=O)CC(C)(C)C3)ccc1O (stereo not drawn)
    -4%[38.3 µM], 2%, 5%, 28%, -3%, 3%[46.1 µM], -2.3%
- COc1cc(NC(=O)CN2CCN(c3ccccc3F)CC2)cc(OC)c1
    15%[38.3 µM], 5%, 6%, 2%, -7%, -21%[46.1 µM], 0.0%
- CCOC(=O)N1CCN(C(=O)c2cc3c(s2)-c2ccccc2OC3)CC1
    u, 17%, -4%, 7%, 2%, -7%[46.1 µM], -1.6%
- CC(C)OC(=O)CCc1nc2ccccc2[nH]c1=O
    -21%[38.3 µM], 7%, 0%, -10%, 9%, 5%[46.1 µM], 0.0%
- CC(=O)c1cccc(NC(=S)N2CCC(Cc3ccccc3)CC2)c1
    8%, 6%, 1%, -30%, x, -17%, -0.3%
- COc1cccc(-c2cc3nc(-c4ccccc4)cc(N4CCC5(CC4)OCCO5)n3n2)c1
    11µM*, u, 0%, -4%, 2%, -16%[46.1 µM], 0.0%
- C#CCOCCOCCOCCNc1nc(N2CCN(C(=O)[C@H]([C@@H](C)CC)n3cc([C@@H](N)CC(C)C)nn3)CC2)nc(N2CCN(C(=O)[C@H](CCCCN)n3cc([C@@H](N)C(C)CC)nn3)CC2)n1 (stereo partly drawn)
    -12%, 11%, x, -8%[9.22 µM], x, -29%, 1.5%
- O=C(c1ccco1)N(CCCN1CCOCC1)c1nc(-c2ccc(Cl)cc2)cs1
    12%, -4%, 0%, -2%, -13%, u, 0.0%
- Cc1ccc(C(=O)NC2CC(C)(C)NC(C)(C)C2)cc1C
    -7%[38.3 µM], -1%, 0%, 22%, -8%, 3%[46.1 µM], 2.9%
- CCOc1cccc(C(=O)Nc2ccncc2)c1
    12%, 4%, 0%, u, u, 15%, -0.6%
- Cc1ccc(C(=O)Nc2ccc(S(=O)(=O)N3CCCC3)cc2)s1
    13%, -6%, 5%, -7%, -5%[46 µM], -9%, 2.3%
- O=C1NC(c2cc(Cl)cc([N+](=O)[O-])c2O)Nc2ccccc21 (stereo not drawn)
    x, -6%, x, -13%[9.22 µM], u, u, 2.2%
- CCN(CCCNC(=O)Cn1ncc2c(=O)oc3ccccc3c21)c1cccc(C)c1
    u, 0%, 2%, -19%, 8%, 2%[46.1 µM], 4.0%
- CCCC1C(C#N)=C(N)Oc2n[nH]c(C(C)(C)C)c21 (stereo not drawn)
    23%[38.3 µM], 6%, -2%, -8%, 1%, -6%[46.1 µM], 0.0%
- Nn1c(SCc2cccc(F)c2)nnc1-c1cccnc1
    x, -1%, x, 18%[9.22 µM], x, -8%, -1.0%
- CCn1cc(C(=O)O)c(=O)c2cc(F)c(N3CCN(C(=S)NC(=O)c4cccc(C)c4)CC3)cc21
    x, 4%, x, 0%[9.22 µM], x, -4%, 0.0%
- Cn1/c(=N/NC(=O)c2cccc(OC(F)F)c2)sc2ccccc21
    1%, 2%, -1%, 0%, u, -3%, 0.0%
- CCN1C(=O)C2(Nc3ccccc3-c3nc4ccccc4n32)c2cc(OC)ccc21 (stereo not drawn)
    -2%[38.3 µM], -5%, 0%, -17%, u, u, -1.0%
- c1cncc(-c2noc(CC3CCCCC3)n2)c1
    21%[38.3 µM], 11%, -4%, 2%, u, -3%[46.1 µM], 1.0%
- CCC(=O)NCCCNc1nc2c(C)cccc2cc1C#N
    7%, 26%, 0%, -5%, x, 8%, -5.5%
- CN(C)C(=O)COC(=O)c1cccnc1Nc1ccccc1F
    -2%, 0%, -2%, -2%, 5%, 22%, 0.0%
- CCCNC(=O)Cn1cnc2sc(C(=O)N3CCN(Cc4ccc5c(c4)OCO5)CC3)c(C)c2c1=O
    -11%, -1%, 5%, -7%, x, -6%, 4.1%
- COc1ccccc1NC(=S)N1CCCc2ccccc21
    1%, 25%, 2%, 5%, 6%[9.22 µM], 0%, -0.2%
- CCN1CCN(C(=S)NC(CC(=O)c2ccccc2)c2ccccc2)CC1 (stereo not drawn)
    x, -6%, x, 0%[9.22 µM], x, 18%, -0.3%
- C=CCNC(=O)c1cc(Cl)cc(Cl)c1
    -3%, 22%, 0%, -21%, x, 1%, -2.2%
- COc1ccccc1NC(=O)CSc1nnc(CC(=O)Nc2cccc(C(F)(F)F)c2)n1C
    -13%[38.3 µM], 2%, 0%, 6%[9.22 µM], 7%, -13%[46.1 µM], -1.9%
- COc1ccc(NC(=S)Nc2ccc(OCc3ccccc3)cc2)cc1OC
    3%, 5%, 2%, -27%, u, -20%, 9.4%
- CCOC(=O)c1c(C)[nH]c(C(=O)CSc2nnc(CC(C)c3ccccc3)o2)c1C (stereo not drawn)
    2%[38.3 µM], 3%, 2%, u, u, -18%[46.1 µM], 7.8%
- CCOC(=O)c1c(C)[nH]c(C(=O)COC(=O)[C@H](C)NC(=O)c2ccccc2Cl)c1C
    1%, 5%, -2%, u, -18%, 13%, 1.1%
- Cn1c(SCC(=O)N2CCN(c3ccccc3)CC2)nnc1-c1cc2ccccc2o1
    10%[38.3 µM], 4%, 2%, 27%, u, -16%[46.1 µM], 1.1%

# Ordered by the number under HTT aggregate (largest number first): some entries from above.
mol	HTT aggregate
c1cncc(-c2noc(CC3CCCCC3)n2)c1	2%
C=CCNC(=O)c1cc(Cl)cc(Cl)c1	-21%
COc1ccc(NC(=S)Nc2ccc(OCc3ccccc3)cc2)cc1OC	-27%

# The listing picks up, starting two compounds before the break.
# Results follow in this order: IMPase Li inh, CBFb-RUNX1 inh, Luc counter, HTT aggregate, LMNA splice mod, NPSR antagonist, Epigenetic derep
- CCOC(=O)c1c(C)[nH]c(C(=O)COC(=O)[C@H](C)NC(=O)c2ccccc2Cl)c1C
    1%, 5%, -2%, u, -18%, 13%, 1.1%
- Cn1c(SCC(=O)N2CCN(c3ccccc3)CC2)nnc1-c1cc2ccccc2o1
    10%[38.3 µM], 4%, 2%, 27%, u, -16%[46.1 µM], 1.1%
- Cn1c(CNc2ccc(Cl)cc2)nnc1SCc1ccccc1
    -11%[38.3 µM], 0%, -1%, -13%, -9%, -9%[46.1 µM], 0.0%
- COc1ccccc1N(C(=O)c1ccco1)C(C(=O)NC1CCCC1)c1cccnc1 (stereo not drawn)
    19%[38.3 µM], 3%, 0%, -27%, -7%, -7%[46.1 µM], 3.0%
- CCCCCCOC(=O)c1ccccc1NC(=O)/C=C/C(=O)O
    -8%[38.3 µM], 5%, -2%, -2%, u, -8%[46.1 µM], 2.6%
- COC(=O)c1ccc(NC(=O)CC2C(=O)N(c3ccc(C)cc3)C(=O)N2CC(C)C)cc1 (stereo not drawn)
    28%[38.3 µM], 1%, 3%, -5%[1.84 µM], 14%, -25%[46.1 µM], -0.2%
- Cc1cc(F)ccc1S(=O)(=O)Nc1ccccc1C(=O)Nc1ccc2[nH]c(=O)[nH]c2c1
    -24%[38.3 µM], -12%, 8%, u, 4%, -5%[46.1 µM], -1.5%
- Nc1ccc2c(c1)OC1(CCCC1)O2
    11%, -30%, -2%, -5%[9.22 µM], u, 11%, u
- CC1Cc2ccccc2N1C(=O)/C=C/c1cccc(F)c1 (stereo not drawn)
    24%, 12%, -9%, 8%, -9%[46 µM], -38%, -0.5%
- C/C(CCN1CCc2nc(-c3ccccc3)c(-c3ccccc3)cc2C1)=N\OC[C@@H](C)[C@H](OCc1ccccc1)C(C)C
    10%, 6%[13.1 µM], 3%, -6%, 1%, -26%, 0.8%[10.1 µM]
- O=C(NCc1ccco1)C(c1cccs1)N(C(=O)Cc1cccs1)c1ccccc1 (stereo not drawn)
    16%[38.3 µM], -13%, -3%, 5%, 7%, -17%[46.1 µM], 3.2%
- O=C(Nc1ccc(OC(F)(F)F)cc1)c1ccc2ccccc2n1
    5%, 24%, 6%, u, x, -22%, 5.7%
- O=C(N/N=C/C(Br)=C\c1ccccc1)c1n[nH]c2c1CCC2
    33%[activator][38.3 µM], -2%, 7%, 57%, u, u, -0.2%
- CN(CC(=O)Nc1ccc(Cl)cc1)c1ccc(S(=O)(=O)N2CCCCC2)cc1[N+](=O)[O-]
    12%, -24%, 2%, -27%, u, -44%, -1.0%
- O=C(NCc1ccc2c(c1)OCO2)c1ccc(Cl)c(S(=O)(=O)NCc2ccccc2)c1
    4%, -1%, 3%, -7%, u, -9%, -1.8%
- Cc1cc(C)cc(OCC(=O)Nc2ccc(N3CCCC3)cc2)c1
    39%[activator][38.3 µM], u, -11%, 20%, 2%, u, -0.2%
- O=C(CN1CCC(NC(=O)c2ccccc2)CC1)NCc1ccccc1F
    -1%[38.3 µM], 0%, 1%, 0%, 9%, -7%[46.1 µM], -0.2%
- O=C(O)c1cc(-c2ccc(N3CCOCC3)cc2)nn1-c1ccc(F)cc1F
    x, 0%, x, 13%, -5%, -2%[46.1 µM], 0.0%
- O=C(O)c1ccccc1C(=O)N1CC=C(c2ccccc2)CC1
    x, 0%, x, 10%, 14%, -5%[46.1 µM], -2.1%
- Cc1ccc(/C=N/NC(=O)c2ccncc2)o1
    1%, 14%, -3%, 4%, -10%, 7%, 4.3%
- CC(C)c1cccc(C(C)C)c1NC(=O)Cn1c(=O)cnc2ccccc21
    9%, 9%, 0%, 14%, 2%, 1%, 0.1%
- c1ccc2nc3[nH]cnc3nc2c1
    4%[38.3 µM], 7%, 1%, -22%, 4%, 2%[46.1 µM], -3.0%

# Whole records, looked up by structure:
# Cc1cc(F)ccc1S(=O)(=O)Nc1ccccc1C(=O)Nc1ccc2[nH]c(=O)[nH]c2c1 in the list: IMPase Li inh = -24%[38.3 µM]; CBFb-RUNX1 inh = -12%; Luc counter = 8%; HTT aggregate = u; LMNA splice mod = 4%; NPSR antagonist = -5%[46.1 µM]; Epigenetic derep = -1.5%
# O=C(NCc1ccco1)C(c1cccs1)N(C(=O)Cc1cccs1)c1ccccc1 (stereo not drawn) in the list: IMPase Li inh = 16%[38.3 µM]; CBFb-RUNX1 inh = -13%; Luc counter = -3%; HTT aggregate = 5%; LMNA splice mod = 7%; NPSR antagonist = -17%[46.1 µM]; Epigenetic derep = 3.2%

# Bioassay records deposited in PubChem BioAssay by National Center for Advancing Translational Sciences (NCATS).

# This is a subset, so the mix of outcomes need not match the whole.
